NSD2 HMT inh – NSD2 histone methyltransferase inhibitors, primary screen, biochemical, AlphaScreen, single concentration, set 2. NSD2 peptide methylation, 120 min. hit rate 0.54% among 310,000. Histone-lysine N-methyltransferase NSD2 (Homo sapiens), O96028. inhibition, % at 12.5 µM. AID 743445, 2014; in the data active = inhibition above about 50%
PvdQ inh – P. aeruginosa PvdQ acylase inhibitors, primary screen, biochemical, fluorescence, plate reader and imaging, single point; purified PvdQ acylase; inhibition, % at 10 µM; hit rate 0.063% among 340,000; AID 488965, 2010; in the data active = inhibition above about 30%, passing the limit was not always enough; inconclusive = no clear call, values can overlap the other calls;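 note: 0% = vehicle neutral wells and 100% = reference inhibitor wells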
PfHsp90 set2 – growth inhibition of PfHsp90-expressing yeast, primary screen, antimalarial PfHsp90 inhibitor project, S. cerevisiae, BacTiter-Glo luminescence, single point, set 2. AID 504621, 2011. hit rate 0.32% among 310,000. BacTiter-Glo ATP, 48 h; yeast lacking PDR1 and PDR3 efflux regulators. inhibition, % at 9.4 µM;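 active = every replicate shows inhibition above about 80%, whatever the replicate mean, limit read from the data; inconclusive = mean inhibition reaches the set limit but some replicate falls short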;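 note: 0% = DMSO neutral controls and 100% = 20 µM radicicol positive controls; yeast relying on Plasmodium falciparum Hsp90 in place of its own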
SR-BI DiI inh – inhibitors of SR-BI mediated HDL lipid uptake, primary screen, ldlA[mSR-BI] cells, fluorescence, single point; inhibition, % at 12.5 µM; hit rate 0.96% among 320,000; ldlA[mSR-BI] CHO cells, DiI-HDL uptake fluorescence, 3 h; Scavenger receptor class B member 1 (Mus musculus), Q61009;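 active = mean replicate inhibition of at least 70% and a set share of replicates each scoring 70 or more; inconclusive = meets just one of the two criteria; inactive = fails both criteria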;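 note: 0% = median of neutral control wells and 100% = median of positive control wells; values of inactives mirror those of a sister screen read the other way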
Target sequence (Q61009 whole entry, looked up): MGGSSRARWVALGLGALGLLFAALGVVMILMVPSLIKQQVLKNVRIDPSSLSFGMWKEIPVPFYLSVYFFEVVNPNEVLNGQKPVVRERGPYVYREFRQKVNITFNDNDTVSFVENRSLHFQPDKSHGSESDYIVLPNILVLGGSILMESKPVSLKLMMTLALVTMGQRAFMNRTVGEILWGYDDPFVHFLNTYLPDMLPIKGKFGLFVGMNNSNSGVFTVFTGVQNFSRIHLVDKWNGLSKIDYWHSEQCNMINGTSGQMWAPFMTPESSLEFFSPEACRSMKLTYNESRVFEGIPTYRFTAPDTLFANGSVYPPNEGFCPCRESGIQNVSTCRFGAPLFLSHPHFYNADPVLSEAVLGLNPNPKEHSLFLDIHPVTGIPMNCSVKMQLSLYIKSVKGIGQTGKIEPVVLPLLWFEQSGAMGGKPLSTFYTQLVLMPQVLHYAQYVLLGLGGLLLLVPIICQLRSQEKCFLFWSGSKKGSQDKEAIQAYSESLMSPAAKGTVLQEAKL
SR-BI uptake up – activators of SR-BI mediated DiI-HDL uptake, primary screen, ldlA[mSR-BI] CHO cells, DiI fluorescence | hit rate 0.096% among 320,000 | activation, % at 12.5 µM | 3 h; 100 = double the neutral-control signal;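 active = mean replicate activation of at least 60% and every replicate at or above 60%; inconclusive = mean or all-replicate condition met, but not both; inactive = mean below 60% and not all replicates reaching 60%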;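 note: 0% = median plate neutral-control signal and 100% = twice that signal; values of inactives mirror those of a sister screen read the other way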
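Test system: SR-BI-overexpressing, LDLR-lacking CHO cells; Medium: Ham's F12 with 0.5% BSA, HEPES 25 mM, pH 7.4; Schedule: 3 h, 37 °C; Technique: bottom-read fluorescence, 550/595 nm.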
CAL PDZ FP-1 – untagged CAL PDZ binding inhibitors, primary screen, biochemical, fluorescence polarization, HTS; purified CAL PDZ, TMR-peptide fluorescence polarization, 1 h; inhibition, % at 24.9 µM; hit rate 0.92% among 300,000; AID 602252, 2012;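 active = mean inhibition of at least 30% with at least half of replicates also reaching 30%; inconclusive = no clear call, values can overlap the other calls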;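 note: 0% = DMSO neutral control and 100% = excess unlabeled competitor peptide PRC23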
dFosB activator – activators of delta FosB homodimer, primary screen, biochemical, fluorescence polarization, TAMRA-CDK5 oligo, single point | AID 493131, 2011 | hit rate 0.99% among 340,000 | Protein FosB (Mus musculus), P13346 | activation, % at 25 µM | purified delta FosB; percent of positive-control signal above neutral wells;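 active = mean activation above about 17%, with every replicate also reaching it, limit read from the data, passing the limit was not always enough; inconclusive = only one of the two conditions met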;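 note: fluorescence polarization rise as delta FosB binds a TAMRA Cdk5 AP-1 oligo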
Target sequence (P13346 whole entry, looked up): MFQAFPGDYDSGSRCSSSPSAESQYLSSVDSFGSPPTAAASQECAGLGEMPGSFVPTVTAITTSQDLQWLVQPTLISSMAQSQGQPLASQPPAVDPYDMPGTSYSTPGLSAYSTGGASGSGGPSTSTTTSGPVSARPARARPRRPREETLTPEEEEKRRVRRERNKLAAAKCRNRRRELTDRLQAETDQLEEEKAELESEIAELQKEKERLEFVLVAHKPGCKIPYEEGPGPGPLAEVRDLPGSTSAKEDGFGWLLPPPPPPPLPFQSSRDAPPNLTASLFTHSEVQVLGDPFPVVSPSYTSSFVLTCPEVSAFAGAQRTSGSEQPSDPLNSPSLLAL
CAL PDZ FP-2 – CAL PDZ peptide-binding inhibitors, primary screen, biochemical, fluorescence polarization, Cer-tagged CAL PDZ, HTS | Golgi-associated PDZ and coiled-coil motif-containing protein (Homo sapiens), Q9HD26 | purified CAL PDZ, TMR-peptide fluorescence polarization, 1 h | inhibition, % at 20 µM | hit rate 0.02% among 330,000 | AID 504414, 2011;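 active = highest replicate inhibition of at least 40%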;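 note: plate controls were DMSO neutral control wells for no effect and unlabeled competitor peptide control wells for full effect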
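Material: tagged CAL PDZ protein CerCALP, purified; buffer or medium: sodium phosphate/NaCl buffer pH 7.4 with TCEP, IgG, Thesit; also added: fluorescent TMR peptide probe; schedule: 1 h incubation at room temperature before polarization reading; technique: fluorescence polarization from S- and P-plane intensities, G-factor corrected; control set: unlabelled peptide and DMSO controls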
Rtt109 HAT inh – inhibitors of C. albicans Rtt109/Vps75 HAT, primary screen, biochemical, ThioGlo CoA-SH fluorescence, plate reader; purified Rtt109/Vps75, 4 h; AID 540336, 2011; hit rate 0.16% among 330,000; inhibition, % at 34.9 µM; Histone acetyltransferase RTT109 (Candida albicans (strain SC5314 / ATCC MYA-2876)), …;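 active = inhibition of at least 50% in every replicate; inconclusive = best replicate reaches 50% inhibition but some replicates fall short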
MITF TRPM1 HTS – activators of MITF-driven TRPM1 promoter reporter, primary screen, cell-based, SK-MEL-5, luciferase, single point; SK-MEL-5 TRPM1-promoter luciferase, 24 h; % of positive control, neutral wells = 0; activation, % at 12.5 µM; hit rate 0.75% among 300,000;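 active = mean activation of at least 80% with every replicate also reaching 80%; inconclusive = mean reaches 80% but some replicate falls short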;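 note: 0% = neutral control wells and 100% = parthenolide positive control wells; values of inactives mirror those of a sister screen read the other way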
* hit, by the source's call; u = inconclusive; x = not tested or not shown.

1: Cc1csc(CN(C)C(=O)CC2C(=O)NCCN2Cc2ccc(F)cc2Cl)n1 (stereo unspecified)
2: Oc1ccc(-c2cnc3ccccc3n2)cc1
3: CCOC(=O)/C(C#N)=C/c1cn(CCC(=O)O)nc1-c1ccc(OC)cc1
4: CCC(C)Nc1nc2c(c(=O)[nH]c(=O)n2C)n1CCC(C)C (stereo unspecified)
5: O=C(NC12CC3CC(CC(C3)C1)C2)N1CCN(C(=O)c2ccco2)CC1
compound no.,1,2,3,4,5
NSD2 HMT inh,3,-3,-2,-2,-3
PvdQ inh,-16,18,-6,-7,-12
PfHsp90 set2,4,-8,9,1,2
SR-BI DiI inh,-3,-24,18,-8,-13
SR-BI uptake up,3,24,-18,8,13
CAL PDZ FP-1,-1,-6,x,0,1
dFosB activator,1,-8,-3,-9,-1
CAL PDZ FP-2,-1.8,0.6,0.2,0.3,1.3
Rtt109 HAT inh,-4,15,-3,-4,x
MITF TRPM1 HTS,-21,u,1,-8,1

6: CCc1ccc(NC(=O)Cn2nc(C)c([N+](=O)[O-])c2C)cc1
7: CC(C)(C)NC(=O)c1ccc(NC(=O)c2ccccc2-c2ccccc2C(=O)O)cc1
8: CC1CCCN(C(=O)c2ccc([N+](=O)[O-])o2)C1 (stereo unspecified)
9: O=C(Cn1cncn1)NCc1cccc2ccccc12
10: C#CCOCCOCCOCCNc1nc(N2CCN(C(=O)CCCCCCCCCCNC(=O)Cn3cc(CCCCCN)nn3)CC2)nc(N2CCN(C(=O)CCCCCCCCCCNC(=O)[C@@H]([C@H](C)O)n3cc(C)nn3)CC2)n1
compound no.,6,7,8,9,10
NSD2 HMT inh,-1,-3,-2,-1,x
PvdQ inh,-6,-2,-1,-11,-8
PfHsp90 set2,-27,11,2,-12,7
SR-BI DiI inh,4,10,-2,3,9
SR-BI uptake up,-4,-10,2,-3,-9
CAL PDZ FP-1,x,-4,x,-3,-8
dFosB activator,-9,-1,-12,-1,-165
CAL PDZ FP-2,-3.6,-2.7,-0.6,-0.5,-0.9
Rtt109 HAT inh,-11,-5,1,3,u
MITF TRPM1 HTS,12,x,-39,-12,-33

11: O=C(NN1CC(=O)N(c2cc(Cl)cc(Cl)c2)CC1=O)c1cccs1
12: COCCNC(=O)CSc1nc2c(n1-c1ccccc1)CCCC2
13: CCOC(=O)C1CCc2sc(N)c(C#N)c21 (stereo unspecified)
14: Cc1nc2[nH]c(=S)[nH]c2cc1Br
15: S=C(NC1CC1)NC1CCCc2ccccc21 (stereo unspecified)
compound no.,11,12,13,14,15
NSD2 HMT inh,-3,-3,4,2,1
PvdQ inh,-4,-16,-14,3,-18
PfHsp90 set2,-12,-22,-14,-32,23
SR-BI DiI inh,-5,-3,-1,-15,-10
SR-BI uptake up,5,3,1,15,10
CAL PDZ FP-1,-2,x,-3,-2,1
dFosB activator,-3,1,1,2,-11
CAL PDZ FP-2,-0.7,-8.6,0.2,-0.2,-8.0
Rtt109 HAT inh,-13,-9,-8,-4,-9
MITF TRPM1 HTS,x,7,3,-10,-5

16: O=C1NC(=O)/C(=C/c2cccc(O)c2)N1
17: COC(=O)c1c(NC(=O)CSc2nnc(-c3ccco3)n2C)sc(C)c1C
18: COc1cc(CC(NC(C)=O)C(=O)NC2CCN(c3nc(OC)nc(OC)n3)CC2)cc(OC)c1 (stereo unspecified)
19: O=C(c1ccco1)N1CCN(S(=O)(=O)c2cccc3nsnc23)CC1
20: CC(C)CNC(=O)c1cccc(NC(=O)c2ccccc2-c2ccccc2C(=O)O)c1
compound no.,16,17,18,19,20
NSD2 HMT inh,3,1,-4,x,-1
PvdQ inh,2,-3,-7,-6,-12
PfHsp90 set2,8,x,5,x,-13
SR-BI DiI inh,-1,-6,-1,-5,-4
SR-BI uptake up,1,6,1,5,4
CAL PDZ FP-1,-6,-2,-5,2,89*
dFosB activator,-5,-4,-2,1,10
CAL PDZ FP-2,0.9,-0.2,0.1,-1.9,x
Rtt109 HAT inh,7,-23,0,7,-1
MITF TRPM1 HTS,2,x,-7,x,-11

21: CCOCCCn1c(SCC(=O)Nc2ccccc2)nc2ccccc2c1=O
22: Cc1nnc(SCC(=O)Nc2cccc([N+](=O)[O-])c2)n1CC1CCCO1 (stereo unspecified)
23: CCOC(=O)c1[nH]c(COC(=O)C2CC(=O)N(Cc3ccccc3)C2)c(C(=O)OCC)c1C (stereo unspecified)
24: CCc1ccccc1NC(=O)CN(C)C(=O)Cn1cnc2ccc(Cl)cc2c1=O
25: CCCNC(=O)C1CCN(S(=O)(=O)c2cccs2)CC1
compound no.,21,22,23,24,25
NSD2 HMT inh,1,1,32,-1,6
PvdQ inh,-1,-6,-13,10,-3
PfHsp90 set2,-2,8,2,-16,-31
SR-BI DiI inh,-18,-4,x,5,2
SR-BI uptake up,18,4,x,-5,-2
CAL PDZ FP-1,3,-9,-4,8,-3
dFosB activator,-9,-2,-18,-2,6
CAL PDZ FP-2,-1.2,-0.5,-0.8,0.9,0.1
Rtt109 HAT inh,3,-7,-7,9,1
MITF TRPM1 HTS,x,-5,-10,4,-2

Sorted by the number under MITF TRPM1 HTS (largest number first): 4 of the compounds above.
cpd	molecule	MITF TRPM1 HTS
24	CCc1ccccc1NC(=O)CN(C)C(=O)Cn1cnc2ccc(Cl)cc2c1=O	4
25	CCCNC(=O)C1CCN(S(=O)(=O)c2cccs2)CC1	-2
22	Cc1nnc(SCC(=O)Nc2cccc([N+](=O)[O-])c2)n1CC1CCCO1 (stereo unspecified)	-5
23	CCOC(=O)c1[nH]c(COC(=O)C2CC(=O)N(Cc3ccccc3)C2)c(C(=O)OCC)c1C (stereo unspecified)	-10

Additional records follow.
26: C#Cc1ccc([C@H]2C=C(C(=O)N3CCOCC3)O[C@@H](OCc3ccc(CO)cc3)C2)cc1
27: CCOC(=O)CCNC(=O)N1CCCC(C(=O)c2cccc(OC(C)C)c2)C1 (stereo unspecified)
28: c1ccc(CCCN2CCN(c3ccccn3)CC2)cc1
29: CC(=O)Nc1ccc(S(=O)(=O)NCc2ccc(C(=O)NCCN3CCCCCC3)cc2)cc1
30: CC(C)(C)OC(=O)C(C)(C)O/N=C(\C(=O)O)c1csc(N)n1
compound no.,26,27,28,29,30
NSD2 HMT inh,x,-3,0,27,0
PvdQ inh,1,-20,-13,-8,-14
PfHsp90 set2,-17,1,-23,-8,-37
SR-BI DiI inh,-20,9,x,-12,-26
SR-BI uptake up,20,-9,x,12,26
CAL PDZ FP-1,0,-1,x,2,-10
dFosB activator,9,-10,3,-8,13
CAL PDZ FP-2,-0.2,0.2,0.4,-1.5,6.0
Rtt109 HAT inh,-4,4,4,-3,-4
MITF TRPM1 HTS,-6,x,x,9,7

31: Cc1ccc(C)c(-c2csc(NC(=O)c3c(C)noc3C)n2)c1
32: Cc1cccc(N2C(=O)CC(N3CCN(c4ccccc4)CC3)C2=O)c1 (stereo unspecified)
33: Cc1cc2c(sc3ccccc32)c(C)n1
34: O=c1c(-c2ccc(Cl)cc2)coc2c(CN3CCOCC3)c(O)ccc12
35: O=C(C[n+]1ccc(C(=O)c2ccccc2)cc1)Nc1ccc(C(F)(F)F)cc1
compound no.,31,32,33,34,35
NSD2 HMT inh,-7,-3,-2,0,-1
PvdQ inh,3,-2,0,5,16
PfHsp90 set2,-15,-6,3,24,-2
SR-BI DiI inh,47,2,-9,-4,-29
SR-BI uptake up,-47,-2,9,4,29
CAL PDZ FP-1,-4,-2,x,-1,-1
dFosB activator,-3,-2,-17,0,-1
CAL PDZ FP-2,0.5,0.3,-0.3,0.1,-0.3
Rtt109 HAT inh,10,-2,-1,-18,6
MITF TRPM1 HTS,-14,0,x,20,-8

36: CCc1ccccc1NC(=O)COc1ccc(C(=S)N2CCCC2)cc1
37: COc1ccc2occ(C(C)=O)c2c1
38: CCOC(=O)N1CCN(C(=O)c2ccc3c(=O)n(CC4CCCO4)c(=S)[nH]c3c2)CC1 (stereo unspecified)
39: O=C1C2C3c4ccccc4C(c4ccccc43)C2C(=O)N1c1nc(-c2ccccc2)cs1 (stereo unspecified)
40: Cn1c(SCC(=O)N2CCN(Cc3ccccc3)CC2)nnc1-c1ccncc1
compound no.,36,37,38,39,40
NSD2 HMT inh,2,6,3,-1,-4
PvdQ inh,-11,8,-14,3,-5
PfHsp90 set2,-13,-3,-36,-2,x
SR-BI DiI inh,20,4,0,15,-51
SR-BI uptake up,-20,-4,0,-15,51
CAL PDZ FP-1,4,0,-4,6,x
dFosB activator,-5,-3,-6,-7,4
CAL PDZ FP-2,1.5,-0.2,0.6,-0.3,-0.2
Rtt109 HAT inh,4,10,0,23,-2
MITF TRPM1 HTS,2,7,-6,-2,-11

41: CC(=O)Nc1ccc(NC(=O)c2cccc(S(=O)(=O)N3CCCCCC3)c2)cc1
42: CCC(CC)NC(=O)CSc1ccc(S(=O)(=O)N2CCCCC2)cn1
43: Cc1c(Cl)cccc1NC(=O)C1C2C=CC(C2)C1C(=O)O (stereo unspecified)
44: O=c1c2ccccc2nc(COc2ccccc2)n1/N=C/c1cn[nH]c1-c1ccccc1
45: COc1ccc(NC(=O)CN(C)S(=O)(=O)c2cccs2)cc1
compound no.,41,42,43,44,45
NSD2 HMT inh,-1,1,15,1,-1
PvdQ inh,-11,0,-9,-10,-2
PfHsp90 set2,x,11,11,-34,0
SR-BI DiI inh,22,-9,-14,13,x
SR-BI uptake up,-22,9,14,-13,x
CAL PDZ FP-1,x,-2,x,x,2
dFosB activator,5,-3,6,-8,-2
CAL PDZ FP-2,-0.8,-1.7,1.2,-0.9,-1.8
Rtt109 HAT inh,11,0,2,1,-1
MITF TRPM1 HTS,19,13,-2,22,12

Entries listed so far that bear a hit mark in CAL PDZ FP-1:
entry	mol	NSD2 HMT inh	PvdQ inh	SR-BI DiI inh	SR-BI uptake up	CAL PDZ FP-1	dFosB activator	CAL PDZ FP-2	Rtt109 HAT inh	MITF TRPM1 HTS
20	CC(C)CNC(=O)c1cccc(NC(=O)c2ccccc2-c2ccccc2C(=O)O)c1	-1	-12	-4	4	89*	10	x	-1	-11

Screens: PubChem, Broad Institute
